Screening data from PubChem.
OX1R antagonist = antagonists of human orexin 1 receptor. O43613. inhibition, % at 5 µM. CHO/OX1R cells, Fluo-8 calcium fluorescence, orexin A. hit rate 0.43% among 330,000;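 active = inhibition above its plate's threshold, mean inhibition of all tested compounds on the plate plus 3 SD, cut at about 37% in these data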;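 note: 0% = orexin A challenge wells and 100% = SB-334867-A antagonist wells; not every result past the cut was called active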
Target sequence (O43613 whole entry, looked up): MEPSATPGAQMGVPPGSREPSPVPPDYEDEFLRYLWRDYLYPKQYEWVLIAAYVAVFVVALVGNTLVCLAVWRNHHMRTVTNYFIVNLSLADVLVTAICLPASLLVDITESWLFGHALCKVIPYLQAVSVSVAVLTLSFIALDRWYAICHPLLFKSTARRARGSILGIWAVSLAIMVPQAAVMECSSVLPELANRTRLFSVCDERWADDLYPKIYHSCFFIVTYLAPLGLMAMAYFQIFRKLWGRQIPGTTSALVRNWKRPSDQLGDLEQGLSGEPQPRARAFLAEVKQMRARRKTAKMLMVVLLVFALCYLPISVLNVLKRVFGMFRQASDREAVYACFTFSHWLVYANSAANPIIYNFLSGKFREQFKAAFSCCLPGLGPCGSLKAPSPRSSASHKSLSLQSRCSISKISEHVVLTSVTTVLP
CHT allo act = human CHT allosteric activation; B-score at 10 µM; CHT-expressing cells, membrane potential dye, choline EC20; active compounds read high; LV-AA mutant CHT in HEK293 cells; AID 488977; Q9GZV3; hit rate 0.49% among 310,000;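 active = initial fluorescence not abnormally high and integrated response B-score, plate-corrected, over 3 SD above library mean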
Target sequence (Q9GZV3 whole entry, looked up): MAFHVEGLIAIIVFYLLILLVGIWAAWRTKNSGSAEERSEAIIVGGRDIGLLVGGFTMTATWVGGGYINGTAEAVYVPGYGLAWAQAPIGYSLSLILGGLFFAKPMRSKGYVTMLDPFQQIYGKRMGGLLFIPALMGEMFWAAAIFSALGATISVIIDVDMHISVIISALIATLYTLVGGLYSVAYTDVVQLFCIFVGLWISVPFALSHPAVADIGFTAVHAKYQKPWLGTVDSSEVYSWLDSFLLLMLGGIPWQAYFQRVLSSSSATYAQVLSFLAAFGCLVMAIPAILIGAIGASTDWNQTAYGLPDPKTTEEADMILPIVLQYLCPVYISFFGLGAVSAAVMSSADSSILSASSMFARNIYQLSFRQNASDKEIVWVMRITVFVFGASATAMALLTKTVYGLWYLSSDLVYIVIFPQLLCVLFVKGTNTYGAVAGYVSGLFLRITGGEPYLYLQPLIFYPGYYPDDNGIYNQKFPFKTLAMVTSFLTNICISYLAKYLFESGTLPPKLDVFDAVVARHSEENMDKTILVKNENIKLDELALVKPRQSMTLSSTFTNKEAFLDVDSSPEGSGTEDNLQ
* = called active by the depositor.

For Cc1ccc(CN2C(=O)CSC2c2ccccc2F)cc1 (stereo not given) the results were OX1R antagonist -17 and CHT allo act inactive.
For CCCCn1cnc2c(cnn2-c2ccc(F)cc2)c1=O the results were OX1R antagonist 3 and CHT allo act inactive.
`C=CCNC(=S)N(C1CCCCC1)C1CCCCC1` gave OX1R antagonist -9 and CHT allo act inactive.
CCN(CC)C(=O)c1sc(NC(=O)C(Sc2ccccc2)c2ccccc2)c(C(=O)OC(C)C)c1C (stereo not given) was read as OX1R antagonist -13 and CHT allo act inactive.
For COC(=O)c1cc(=O)n(-c2ccccc2)c(=Nc2ccccc2)s1 the results were OX1R antagonist -24 and CHT allo act inactive.
Screening CS(=O)(=O)N(CC(=O)Nc1ccccc1C(=O)N1CCCC1)c1ccccc1Br returned OX1R antagonist -17 and CHT allo act inactive.
Screening CC(C)(C)c1ccc(CNC(=O)C2CCCN2C(=O)Nc2ccccc2)cc1 (stereo not given) returned OX1R antagonist 1 and CHT allo act inactive.
COc1cccc(N2C(=O)/C(=C\c3cccs3)NC2=S)c1 was read as OX1R antagonist -15 and CHT allo act inactive.
For CCOC(=O)Cc1csc(NC(=O)COc2ccc(OC)cc2)n1 the results were OX1R antagonist -7 and CHT allo act inactive.
Screening C=CCN(c1ccccc1)S(=O)(=O)c1cccc(C(=O)NCc2ccco2)c1 returned OX1R antagonist -14.
Screening COC(=O)c1ccc(NC(=O)C(=O)c2c[nH]c3ccccc23)cc1 returned OX1R antagonist -14 and CHT allo act inactive.
Screening Cc1ccc(-n2nc3c(c2NC(=O)c2ccc4c(c2)OCO4)CSC3)c(C)c1 returned OX1R antagonist -12 and CHT allo act inactive.
Screening Cc1onc(-c2ccccc2Cl)c1C(=O)NC(=S)NCC(=O)c1ccccc1 returned OX1R antagonist -3 and CHT allo act inactive.
`Cc1ccccc1NCCNc1ccccc1C` gave OX1R antagonist -6 and CHT allo act inactive.
O=C(O)c1ccc(NC(=S)NCc2ccccc2)cc1 was read as OX1R antagonist 2 and CHT allo act inactive.
`Cc1nc(Cl)c(C(=O)Nc2cccc(F)c2)c(C)c1Cl` gave OX1R antagonist -11 and CHT allo act inactive.
`O=C(COC(=O)c1cc(NS(=O)(=O)c2cccs2)ccc1O)Nc1ccc(F)c(F)c1F` gave OX1R antagonist -12 and CHT allo act inactive.
COC(=O)c1ccc(NS(=O)(=O)c2ccc3[nH]c(=O)oc3c2)cc1 was read as OX1R antagonist -9 and CHT allo act inactive.
`COc1ccccc1NC(=O)c1ccccc1NC(=O)c1cccs1` gave OX1R antagonist -28 and CHT allo act inactive.
For CCOC(=O)Cc1[nH]nc2c1C(C1C=CCCC1)C(C#N)=C(N)O2 (stereo not given) the results were OX1R antagonist -9 and CHT allo act inactive.
Screening CC1(C)CC(=O)C=C(C(=O)N2CCCC(C(=O)c3cccc(C(F)(F)F)c3)C2)O1 (stereo not given) returned OX1R antagonist -27 and CHT allo act inactive.
CCOc1ccccc1N1CCN(C(=O)CSc2ccc3c(c2)OCCO3)CC1 was read as OX1R antagonist -12.
For CCOC(=O)/C(C(=Nc1ccccc1)Nc1ccccc1)=C(\C)O the results were OX1R antagonist -35 and CHT allo act inactive.
Screening CCN(CC)CCn1c2ccccc2c2nc3ccc([N+](=O)[O-])cc3cc21 returned OX1R antagonist -28 and CHT allo act inactive.
Screening NC(=O)C1CCCN(CCc2ccccc2)C1 (stereo not given) returned OX1R antagonist 5 and CHT allo act inactive.
For COc1ccc(CN(C2CCCC2)S(=O)(=O)c2ccc(-n3cnnn3)cc2)cc1 the results were OX1R antagonist 9 and CHT allo act inactive.
For CCOc1ccc(C(C(=O)NC2CCCC2)N(CCCO)C(=O)c2ccc(-c3ccccc3)[nH]2)cc1 (stereo not given) the results were OX1R antagonist -20 and CHT allo act inactive.
Screening COc1ccc2nc(NC(=O)C3CCCN3S(=O)(=O)c3ccc(C)cc3)sc2c1 (stereo not given) returned OX1R antagonist 11 and CHT allo act inactive.
`Cc1ccc(N=Cc2nc(/C=C/c3cccc([N+](=O)[O-])c3)oc2O)cc1` gave OX1R antagonist -11 and CHT allo act inactive.
For CC1(C)CC(=O)C=C(NCc2cccnc2)C1 the results were OX1R antagonist -37 and CHT allo act inactive.
`CC1CCC(NC(=O)C2CCN(C(=O)Nc3ccccc3)CC2)CC1` (stereo not given) gave OX1R antagonist 4.
Screening COc1ccc(CC(=O)NC(C)c2nnc(SCC(=O)Nc3nc(C)cs3)n2C)cc1 (stereo not given) returned OX1R antagonist -7 and CHT allo act inactive.
For O=C(Nc1ccn(Cc2c(F)c(F)cc(F)c2F)n1)c1ccc(COc2ccc(Cl)cc2Cl)o1 the results were OX1R antagonist -17 and CHT allo act inactive.
Cc1ccc(C)c(-n2c(Cc3cccs3)n[nH]c2=S)c1 was read as OX1R antagonist -2 and CHT allo act inactive.
Screening COc1ccc(/C=N/Nc2nc(-c3ccc(C)cc3)c(NC(C)=O)s2)cc1OC returned OX1R antagonist -22 and CHT allo act inactive.
For CCNC(=S)N1CCN(Cc2ccc3c(c2)OCO3)CC1 the results were OX1R antagonist -25 and CHT allo act inactive.
For CC1CN(C(=O)CCC(=O)NCc2ccc(Cl)cc2)c2ccccc2S1 (stereo not given) the results were OX1R antagonist -4 and CHT allo act inactive.
For CC(=O)c1ccc(NC(=O)Nc2sc(NS(=O)(=O)c3ccccc3)nc2C)cc1 the results were OX1R antagonist -11 and CHT allo act inactive.
Screening O=C(O)Cn1cc(C(=S)N2CCOCC2)c2ccccc21 returned OX1R antagonist 1 and CHT allo act inactive.
CC1=C(C(=O)N2CCCCCC2)C2(CCC(C)CC2)OC1=O (stereo not given) was read as OX1R antagonist -17 and CHT allo act inactive.
`COc1ccccc1Nc1nc(C)c(C(=O)Nc2ccccc2)s1` gave OX1R antagonist -19 and CHT allo act inactive.
For COC(=O)c1ccccc1NC(=O)CSc1nc2ncccc2[nH]1 the results were OX1R antagonist -26 and CHT allo act inactive.
CCOC(=O)C1(Cc2cccc(F)c2)CCN(Cc2cn(CC)nc2C)CC1 was read as OX1R antagonist -17 and CHT allo act inactive.
Cc1c(CCCC(=O)O)sc(N)c1C(=O)c1cccc(C(F)(F)F)c1 was read as OX1R antagonist -8 and CHT allo act inactive.
CCC1(c2ccc(F)cc2)NC(=O)N(CC(=O)N2CCOCC2)C1=O (stereo not given) was read as OX1R antagonist -7 and CHT allo act inactive.
For O=[N+]([O-])c1ccc(OCc2cn([C@@H](CO)c3ccccc3)nn2)c(Br)c1 the results were OX1R antagonist -7 and CHT allo act inactive.
C/C(=N\Nc1nc(C(C)(C)C)cs1)c1ccc(O)cc1 was read as OX1R antagonist -13 and CHT allo act inactive.
`Cc1ccc(C(C)C)c(OCC#CCN2CCOCC2)c1` gave OX1R antagonist -18 and CHT allo act inactive.
`CCCCc1nnc(NC(=O)Cn2cnc3ccccc3c2=O)s1` gave OX1R antagonist -21 and CHT allo act inactive.
`CCCCn1c(=O)[nH]c(=O)c2c1nc(-c1ccccc1F)n2Cc1ccccc1` gave OX1R antagonist -37 and CHT allo act inactive.
For CC1Oc2ccccc2OC1C(=O)Nc1nccs1 (stereo not given) the results were OX1R antagonist -16 and CHT allo act inactive.
`COc1cccc(C2C=C(Nc3ccccc3)C(=O)N2c2ccccc2)c1` (stereo not given) gave OX1R antagonist -10 and CHT allo act inactive.
O=C(CCc1nc2ccccc2c(=O)[nH]1)Nc1ccc(Cl)c(Cl)c1 was read as OX1R antagonist -13 and CHT allo act inactive.
Screening CSc1nc(-c2ccccc2)c(C#N)c(=O)n1C returned OX1R antagonist -24 and CHT allo act inactive.
`Cn1ncc(C#N)c1NC(=O)C1CC(c2ccc(Cl)c(Cl)c2)=NO1` (stereo not given) gave OX1R antagonist -8 and CHT allo act inactive.
`Cc1ccc(S(=O)(=O)N2CCCCC2)cc1C(=O)Nc1ccccn1` gave OX1R antagonist -29 and CHT allo act inactive.
For O=C(O)c1ccc(N=Cc2nc(-c3ccco3)oc2O)cc1 the results were OX1R antagonist -13 and CHT allo act inactive.
For COCCCNCCCOc1ccc(C(C)(C)c2ccccc2)cc1 the results were OX1R antagonist -14 and CHT allo act inactive.
For CC1=CCC(/C=N\Nc2nnc3c(n2)[nH]c2ccccc23)CC1 (stereo not given) the results were OX1R antagonist -12 and CHT allo act inactive.
For Cc1ccc(S(=O)(=O)NCCCCCC(N)=O)cc1 the results were OX1R antagonist -13 and CHT allo act inactive.

Compounds listed so far containing a CF3 group, in the order listed:
Screening CC1(C)CC(=O)C=C(C(=O)N2CCCC(C(=O)c3cccc(C(F)(F)F)c3)C2)O1 (stereo not given) returned OX1R antagonist -27 and CHT allo act inactive.
Cc1c(CCCC(=O)O)sc(N)c1C(=O)c1cccc(C(F)(F)F)c1 was read as OX1R antagonist -8 and CHT allo act inactive.

Following part.
O=C(CCN1C(=O)c2cccc3cccc(c23)C1=O)N1CCOCC1 was read as OX1R antagonist -13 and CHT allo act inactive.
CCOc1ccccc1CNS(=O)(=O)c1ccc(-c2cnc(C3CC3)o2)cc1 was read as OX1R antagonist 24 and CHT allo act inactive.
Screening COc1cc2cnc(CCCC#N)cc2cc1OC returned OX1R antagonist -12.
COc1ccc(F)cc1CN1CCN(C(=O)CCC(=O)Nc2nnc(C(C)C)s2)CC1 was read as OX1R antagonist -45 and CHT allo act inactive.
Screening Cc1ccc(C)c(NC(=O)CSc2ccc(-c3cccs3)nn2)c1 returned OX1R antagonist -20 and CHT allo act inactive.
Screening CCOC(=O)C1CCN(C(=O)C2(NC(=O)Nc3ccccc3C)CCCCC2)CC1 returned OX1R antagonist -18 and CHT allo act inactive.
`O=C(CCCN1C(=O)/C(=C/c2ccc3c(c2)OCO3)SC1=S)Nc1ccc(C(=O)O)cc1` gave OX1R antagonist -1 and CHT allo act inactive.
`O=C(COC(=O)[C@@H]1CC(O)CN1S(=O)(=O)c1ccc(Cl)c(Cl)c1)NC(=O)NCc1ccccc1` (stereo not given in full) gave OX1R antagonist -25.
CSc1nc2sc(-c3ccccc3)cc2c(=O)n1N was read as OX1R antagonist -16 and CHT allo act inactive.
For CCn1c(=O)c(C(=O)Nc2ccccc2S(N)(=O)=O)c(O)c2ccccc21 the results were OX1R antagonist -12 and CHT allo act inactive.
Screening CC(C)Cc1n[nH]c(=O)c2c1nnn2Cc1ccccc1F returned OX1R antagonist -30 and CHT allo act inactive.
`CCCCn1c(N)c(N(CCOC)C(=O)Cn2c(=O)cnc3ccccc32)c(=O)[nH]c1=O` gave OX1R antagonist -10.
Screening COC(=O)CN1C2(C#N)CCCCC2CC2CCCCC21C#N (stereo not given) returned OX1R antagonist -1 and CHT allo act inactive.
`CCCn1c(N)c(N2CCCCC2)c(=O)n(CC(=O)Nc2ccccc2C(F)(F)F)c1=O` gave OX1R antagonist -22.
`CCNS(=O)(=O)c1ccc(NC(=S)N2CCc3ccccc32)cc1` gave CHT allo act inactive.
Screening Cc1cc(C(=O)COC(=O)c2ccc(O)cc2O)c(C)n1C(C)C returned OX1R antagonist 2.
For CCOc1cccc(CN2CCN(c3cccc(C(F)(F)F)c3)CC2)c1O the results were OX1R antagonist -25 and CHT allo act inactive.
For Cc1ccccc1Cn1cc(NC(=O)c2cc(-c3cccs3)on2)cn1 the results were OX1R antagonist 8 and CHT allo act inactive.
`COc1ccc(-c2sc3cc(OC)c(OC)cc3c2C#CC(C)(C)O)cc1` gave OX1R antagonist -35.
`COc1cccc(Nc2ncnc3c2cnn3-c2cccc(C)c2)c1` gave OX1R antagonist 8 and CHT allo act inactive.
For O=C(NC1CCCC1)C1CCN(C(=O)Nc2cccc(Cl)c2)CC1 the results were OX1R antagonist -16 and CHT allo act inactive.
Screening Cc1ccc(OCCCN2CCOCC2)c([N+](=O)[O-])c1 returned OX1R antagonist 3 and CHT allo act inactive.
O=C(NCc1nnc(SCC(=O)N2CCCCC2)o1)c1c(F)cccc1F was read as OX1R antagonist -8 and CHT allo act inactive.
`CSc1ccccc1-c1nnc(-c2ccc(Cl)c(Cl)c2)o1` gave OX1R antagonist -3 and CHT allo act inactive.
`Cc1cc(Br)ccc1NC(=S)N1CCOCC1` gave OX1R antagonist -3 and CHT allo act inactive.
Screening CCc1nc2ccccc2c(C(=O)OCc2nnc(-c3ccccc3)o2)c1C returned OX1R antagonist -22 and CHT allo act inactive.
`O=S(=O)(c1cccc2nonc12)N1CCCCCC1` gave OX1R antagonist -18 and CHT allo act inactive.

Sorted by number of heavy atoms (ascending): six of the compounds above
`Cc1ccc(C(C)C)c(OCC#CCN2CCOCC2)c1` gave OX1R antagonist -18 and CHT allo act inactive.
Screening CC(C)Cc1n[nH]c(=O)c2c1nnn2Cc1ccccc1F returned OX1R antagonist -30 and CHT allo act inactive.
Screening Cc1cc(C(=O)COC(=O)c2ccc(O)cc2O)c(C)n1C(C)C returned OX1R antagonist 2.
For O=[N+]([O-])c1ccc(OCc2cn([C@@H](CO)c3ccccc3)nn2)c(Br)c1 the results were OX1R antagonist -7 and CHT allo act inactive.
Screening CCN(CC)CCn1c2ccccc2c2nc3ccc([N+](=O)[O-])cc3cc21 returned OX1R antagonist -28 and CHT allo act inactive.
COc1ccc(F)cc1CN1CCN(C(=O)CCC(=O)Nc2nnc(C(C)C)s2)CC1 was read as OX1R antagonist -45 and CHT allo act inactive.
